High-throughput results (PubChem BioAssay)
Neddylation inh = inhibitors of cullin neddylation, primary screen, biochemical, TR-FRET, uHTS, NAE and Ubc12; NEDD8-conjugating enzyme Ubc12 (Homo sapiens) + NEDD8-activating enzyme E1 regulatory …; calls only at 25 µM; hit rate 0.58% among 360,000; in the data active means inhibition above about 36%
FAS-TE inh = FAS thioesterase domain inhibitors, primary screen, biochemical, fluorescence intensity, uHTS; Fatty acid synthase (Homo sapiens), P49327; recombinant FAS-TE, OMFH fluorogenic substrate, fluorescence endpoint; inhibition, % at 15 µM; hit rate 0.67% among 360,000;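 active means compounds whose normalised, plate-corrected inhibition of enzyme fluorescence in the single-dose primary screen is 50% or more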;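 further: 0% = DMSO with enzyme and 100% = substrate without enzyme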
Tb MetRS inh = T. brucei MetRS inhibitors, primary screen, biochemical, luminescence | inhibition, % at 11.9 µM | AID 624268, 2012 | purified T. brucei MetRS, ATP depletion, Kinase-Glo luminescence | methionyl-tRNA synthetase (Trypanosoma brucei brucei) | hit rate 0.4% among 360,000;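 active means inhibition above a per-plate cutoff of the control wells' mean inhibition plus 3 SD, cut at about 5.5% in these data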;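 further: 0% = DMSO wells median and 100% = median of wells with control inhibitor compound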
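Assay system: T. brucei methionyl-tRNA synthetase, purified | Medium: HEPES buffer with MgCl2, KCl, DTT, spermine, BSA, pyrophosphatase | Compound: 11.9 µM single point | Incubation: 15 min enzyme-compound preincubation, 2 h reaction, 10 min detection, 25 °C | Measured by: Kinase-Glo luciferase luminescence reporting remaining unconsumed ATP | Measure: % inhibition normalized to control-well medians | Replication: Singlicate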
CSN inh = inhibitors of CSN-mediated cullin deneddylation, primary screen, biochemical, fluorescence polarization, uHTS. hit rate 0.38% among 360,000. inhibition, % at 12.5 µM. AID 651999, 2013. Purified CSN, SCF-Nedd8-OG deneddylation;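 active means pattern-corrected inhibition above about 35%, with an unprinted fluorescence ratio check between 0.5 and 1.5, limit read from the data, passing the limit was not always enough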;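 further: 0% = enzyme with substrate and 100% = substrate without enzyme; some results filed as inactive read as strong as hits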
Target sequence (Q92905 whole entry, looked up, one chain of several): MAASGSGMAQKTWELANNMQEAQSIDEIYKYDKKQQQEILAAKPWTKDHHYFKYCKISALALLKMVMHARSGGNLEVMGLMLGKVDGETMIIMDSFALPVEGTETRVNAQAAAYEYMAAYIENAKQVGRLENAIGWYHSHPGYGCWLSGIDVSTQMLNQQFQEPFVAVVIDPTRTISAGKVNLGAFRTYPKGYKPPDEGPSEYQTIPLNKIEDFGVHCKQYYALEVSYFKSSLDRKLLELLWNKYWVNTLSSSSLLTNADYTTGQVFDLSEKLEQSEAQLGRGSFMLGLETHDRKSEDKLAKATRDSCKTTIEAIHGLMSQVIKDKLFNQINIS
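Assay system: Purified human Csn5 enzyme expressed in HEK293T cells | Amount: Enzyme 0.24 nM | Measured by: Fluorescence polarization readout | Medium: Tris/NaCl/DTT buffer, pH 7.5 | Compound dosing: One concentration, 12.5 µM, 0.25% DMSO | Times: 90 min incubation of compound, enzyme and substrate at room temperature | Control set: no-enzyme wells high, enzyme-with-substrate wells low | Read-out: % inhibition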
MLLE-PAM2 inh = inhibitors of PABP1 MLLE–PAM2 peptide binding, primary screen, biochemical, fluorescence polarization, FITC-PAM2, GST-MLLE; Polyadenylate-binding protein 1 (Homo sapiens), P11940; inhibition, % at 20 µM; hit rate 0.36% among 360,000; AID 588489, 2011; in the data active means inhibition above about 35%, passing the limit was not always enough;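 further: plate controls were DMSO wells with GST-MLLE for no effect and wells lacking GST-MLLE protein for full effect; some results filed as inactive read as strong as hits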
Target sequence (P11940 whole entry, looked up): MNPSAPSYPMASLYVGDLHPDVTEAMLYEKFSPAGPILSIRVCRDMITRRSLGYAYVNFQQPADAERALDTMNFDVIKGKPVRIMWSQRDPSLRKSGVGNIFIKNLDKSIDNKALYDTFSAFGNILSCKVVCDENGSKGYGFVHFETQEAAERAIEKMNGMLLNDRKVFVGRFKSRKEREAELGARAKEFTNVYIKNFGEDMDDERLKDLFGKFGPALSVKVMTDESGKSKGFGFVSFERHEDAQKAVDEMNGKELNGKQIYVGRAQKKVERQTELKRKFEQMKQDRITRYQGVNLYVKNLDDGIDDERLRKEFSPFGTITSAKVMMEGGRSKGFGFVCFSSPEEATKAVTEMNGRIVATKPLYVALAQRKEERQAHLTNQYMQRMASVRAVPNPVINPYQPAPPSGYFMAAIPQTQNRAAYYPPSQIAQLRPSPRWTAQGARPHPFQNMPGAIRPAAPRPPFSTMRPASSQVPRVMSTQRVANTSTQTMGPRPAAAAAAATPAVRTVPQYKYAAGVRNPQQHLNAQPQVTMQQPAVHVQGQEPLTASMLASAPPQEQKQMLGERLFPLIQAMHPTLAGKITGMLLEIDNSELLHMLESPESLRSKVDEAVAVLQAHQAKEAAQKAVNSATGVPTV
MsrA act = bovine MsrA enzyme activators, primary screen, biochemical, absorbance, HTS; purified bovine MsrA, absorbance read-out; hit rate 0.3% among 360,000; Methionine sulfoxide reductase A (Bos taurus); activation, % at 10.6 µM; in the data active means activation above about 7.5%;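 further: 0% = vehicle and 100% = reference activator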
MsrA inh = bovine MsrA enzyme inhibitors, primary screen, biochemical, absorbance, HTS; hit rate 0.75% among 360,000; AID 651718, 2012; inhibition, % at 15.5 µM; Methionine sulfoxide reductase A (Bos taurus); purified bovine MsrA, absorbance read-out; in the data active means inhibition above about 4.5%;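 further: 0% = vehicle wells with enzyme and 100% = reference inhibitor wells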
Rin1 Abl inh = inhibitors of Rin1-Abl protein binding, primary screen, biochemical, TR-FRET | Tyrosine-protein kinase ABL1 (Homo sapiens) + Ras and Rab interactor 1 (Homo sapiens), … | inhibition, % at 7.35 µM | hit rate 0.4% among 360,000 | AID 588664, 2011; in the data active means inhibition above about 5%, passing the limit was not always enough
eLon inh = inhibitors of E. coli Lon protease, primary screen, biochemical, fluorescence polarization | purified E. coli Lon protease | inhibition, % at 7.94 µM | hit rate 0.42% among 360,000 | P0A9M0; in the data active means inhibition above about 13%, passing the limit was not always enough;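 further: 0% = enzyme with probe and DMSO and 100% = no enzyme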
Active calls of the source: *; i = inactive; · = no result given.

structure,Neddylation inh,FAS-TE inh,Tb MetRS inh,CSN inh,MLLE-PAM2 inh,MsrA act,MsrA inh,Rin1 Abl inh,eLon inh
CCOC(=O)c1csc(-c2csc(CCNC(=O)c3ccccc3)n2)n1,i,-6,-0.3,-2,-3,-1,0.0,-3,-13
N#CC1(NC(=O)CSc2nc3ccccc3s2)CCCCC1,i,2,-0.2,-1,14,-7,0.3,-2,-7
Cc1cccc(NC(=O)CNC(=O)Cn2ncc(Cl)c(Cl)c2=O)c1C,i,-3,0.7,16,-63,-6,·,5,1
CCOC(=O)C1=CN(Cc2ccco2)S(=O)(=O)NC1c1ccc(C(F)(F)F)cc1 (stereo not drawn),i,9,-0.1,-2,-3,-1,-0.9,1,-3
CC(C)CNC(=O)c1c(N)n(/N=C/c2ccccn2)c2nc3ccccc3nc12,i,-6,-0.4,4,4,1,-0.2,-2,-3
COc1cc(OC)c(C(=O)Nc2ccc(C(=O)c3ccccc3)cc2)cc1OC,i,28,-0.1,-5,-2,-4,2.2,2,-11
NS(=O)(=O)c1cccc(NC(=O)COC(=O)CC2CC3CCC2C3)c1 (stereo not drawn),i,-3,-0.3,2,-5,-3,-0.9,2,-8
Cc1cc(C(=O)NNc2ccc(F)cc2)no1,i,-7,-0.4,-3,6,-5,-1.7,-4,-4
CCCOc1cccc(C(=O)NCCNC(=O)c2ccccn2)c1,i,-6,-0.2,5,15,0,0.0,3,6
C=C1CCC[C@]2(C)C[C@H]3OC(=O)C(CNC(CC)CO)[C@H]3CC12 (stereo partly drawn),i,-3,-0.2,2,7,0,-1.1,-1,-1

Following part:
structure,Neddylation inh,FAS-TE inh,Tb MetRS inh,CSN inh,MLLE-PAM2 inh,MsrA act,MsrA inh,Rin1 Abl inh,eLon inh
COc1ccccc1-n1cc(C(=O)NCC(=O)NCc2ccc(F)cc2)c2ccccc2c1=O,i,-6,-0.2,-2,3,-3,1.5,-5,-9
CN(C(=O)c1cccc(NC(=O)Cc2ccc(NC(=O)C3CCCN(C(=O)c4ccccc4)C3)cc2)c1)C1CCC1 (stereo not drawn),i,-7,-0.5,0,-3,-3,-0.5,3,-9
Cc1ccc(OC(=O)c2cccnc2)cc1,i,4,-0.1,1,-12,-8,-1.1,1,12
O=C(COC(=O)/C=C/c1ccc(C(F)(F)F)cc1)NCc1ccco1,i,-3,-0.3,-6,10,-3,-1.2,-2,9
CCN(C(=S)NC(=O)c1ccccc1Br)C1CCCCC1,i,-7,0.7,-3,31,-3,-0.4,-3,2
COc1ccc(OC)c(NC(=O)C2CCCCC2C(=O)O)c1 (stereo not drawn),i,-4,-0.7,-2,12,0,2.0,-1,-1
CCOC(=O)c1cnc2c(C(F)(F)F)cccc2c1N1CCN(C)CC1,i,-3,-1.5,2,15,-8,1.0,-3,1
COc1ccc([C@H]2C[C@@H](O)C[C@@H](CCn3cc(-c4ccccc4)nn3)O2)cc1,i,-13,3.7,1,·,-1,-0.5,·,0
CCC(C)C(NC(=O)CCC(=O)OCC(=O)[C@@]1(O)CCC2[C@@H]3CCC4=CC(=O)C=C[C@]4(C)C3[C@@H](O)C[C@@]21C)C(=O)O (stereo partly drawn),i,-2,-0.9,2,2,-4,-1.1,1,-6
O=C(c1noc2c1CCCC2)N1CCOCC1,i,-3,-0.7,-3,5,0,·,1,8

Next part.
structure,Neddylation inh,FAS-TE inh,Tb MetRS inh,CSN inh,MLLE-PAM2 inh,MsrA act,MsrA inh,Rin1 Abl inh,eLon inh
Cc1ccc([C@H]2C[C@@H](n3cc(C4CC4)nn3)[C@H](O)CN2CC2CCCCC2)cc1,i,14,-1.6,7,-1,-1,0.8,-6,1
Cn1c(=O)c2c(n(Cc3ccccc3)c1=O)NC(=O)C2CC(=O)NCc1cccc(Cl)c1 (stereo not drawn),i,-8,-1.0,0,4,-13,0.7,-1,-7
C[C@H]1COc2cccc(N3CCC[C@@H]3CO)c2S(=O)(=O)N1,i,-8,-0.3,-3,·,-2,2.0,·,4
O=C(CNc1ccccc1C(=O)O)c1ccccc1,i,-5,0.5,1,1,-2,0.8,-1,0
COC(=O)CC(NC(=S)NC(=O)c1ccccc1)c1ccc(Br)cc1 (stereo not drawn),i,20,0.3,4,46*,0,-0.2,0,1
C/C(=N/NC(=O)c1ccc(C)s1)c1cccc(NC(=O)COc2ccc(Cl)cc2Cl)c1,·,·,-0.3,·,·,-1,1.7,2,3
CCCCNC(=O)CCSc1nc2nc(C)cc(C)n2n1,i,-5,0.1,5,24,8.0*,·,-2,-4
Cc1cc(C)c(-c2cc(C(=O)Nc3c(C)n(C)n(-c4ccccc4)c3=O)[nH]n2)c(O)c1,i,-4,1.3,0,-8,0,-0.8,1,-2
CCCS(=O)(=O)NC(=O)C1(C)CCN(C(=O)c2c(C)noc2C)C1 (stereo not drawn),i,-3,0.1,-2,6,-2,1.5,-4,2
CN(C)S(=O)(=O)c1ccc(Cl)c(C(=O)NCC2CCCCC2)c1,i,0,-0.4,-3,-19,-1,-0.6,1,2

Further entries
structure,Neddylation inh,FAS-TE inh,Tb MetRS inh,CSN inh,MLLE-PAM2 inh,MsrA act,MsrA inh,Rin1 Abl inh,eLon inh
CCc1ccccc1N/C(=N\S(=O)(=O)c1ccccc1)C(F)(F)F,i,-10,0.0,-4,-10,-4,-0.4,-7,4
CCOc1ccc(NC(=O)NCCN2CCN(c3ccccc3F)CC2)cc1,i,-2,-0.7,2,4,-1,-1.0,0,1
Nc1nc(N(Cc2ccccc2)Cc2ccccc2)nc(C(F)(F)F)n1,i,27,-0.4,-3,0,-4,-0.8,0,-6
Cc1ccc(S(=O)(=O)NCC(=O)OCC(=O)N(CCC#N)c2ccccc2)cc1,i,-7,0.2,-8,5,-2,-0.1,0,-6
CCn1ccnc1CN(C)Cc1cn(-c2cc(C)ccc2C)nc1-c1ccccc1,i,4,-0.8,-3,9,-5,0.9,3,2
O=C(Nc1ccccc1)C1CCN(C(=O)c2ccc(Br)cc2)CC1,i,4,0.4,0,3,-2,-0.8,1,0
CC(NC(=O)C(=O)NN=C1CCCC1)c1ccccc1 (stereo not drawn),i,-4,-0.1,-7,0,-3,-1.2,2,-3
CCOc1ccc2ncc(S(=O)(=O)c3ccccc3)c(N3CCN(c4ccccc4)CC3)c2c1,i,21,0.1,-1,-2,2,-1.9,-3,-6
CCCC(=O)N1CCN(c2ccc(NC(=O)C(C)(C)C)cc2)CC1,i,-8,-0.7,-1,6,0,-0.4,0,-7
O=C(CSc1cccc[n+]1[O-])c1ccc(Cl)s1,i,-4,-1.2,1,-6,-9,0.1,-5,0

(cont.)
structure,Neddylation inh,FAS-TE inh,Tb MetRS inh,CSN inh,MLLE-PAM2 inh,MsrA act,MsrA inh,Rin1 Abl inh,eLon inh
CC1(C)NC(=O)N(CC(=O)OCC(=O)c2ccc(Cl)s2)C1=O,i,-8,-0.1,5,-1,-4,0.7,-2,-3
Cc1cc(C)nc(SCC(=O)N2CCCCC2)n1,i,-3,-1.1,-3,0,-3,0.5,3,-2
Cn1nnnc1SCC(=O)NCc1ccc2c(c1)OCO2,i,-2,-0.2,0,4,-1,0.1,1,-16
CC(=O)c1cc(CN2CCN(C(C)C)C(CCO)C2)cs1 (stereo not drawn),i,-6,-0.1,0,0,-4,-1.2,5,-10
CC1Sc2ccc(C(=O)NCc3cccc(C(F)(F)F)c3)cc2NC1=O (stereo not drawn),i,5,1.0,8,1,-7,-0.6,4,-3
COc1cccc(N2[C@@H](CC(C)=O)c3ccc(/C=C/C(C)=O)cc3S2(=O)=O)c1,i,-6,-0.2,4,-12,-3,2.9,2,-3
CCCCn1nnnc1C(c1cc2ccccc2o1)N1CCN(C(=O)OC(C)(C)C)CC1 (stereo not drawn),i,16,-1.7,0,·,-10,0.0,·,2
CN1/C(=N\O)c2cccc3cccc1c23,i,-7,-0.6,6,22,-1,-0.3,-3,-2
COCCNC(=O)Cn1nc(-c2ccccc2C)ccc1=O,i,-4,-0.3,2,-5,-7,0.1,-1,6
COc1c(F)c(F)c(C(=O)Nc2c(C)cc(Br)cc2C)c(F)c1F,i,0,0.0,1,-7,-3,-0.1,-3,11

Other compounds.
structure,Neddylation inh,FAS-TE inh,Tb MetRS inh,CSN inh,MLLE-PAM2 inh,MsrA act,MsrA inh,Rin1 Abl inh,eLon inh
N#C/C(=C\c1cccc(Cl)c1)c1n[nH]c(Cn2cncn2)n1,i,-4,0.3,1,3,-1,1.7,-1,-5
COc1ccc(C2N(c3cc(Cl)ccc3OC)C(=O)C3CCCN32)c(OC)c1 (stereo not drawn),i,-5,0.2,-3,7,-3,-0.2,3,0
OCC1(Cc2ccccc2)CCCN(Cc2c[nH]c3ccccc23)C1 (stereo not drawn),i,-1,-0.1,-5,9,-3,1.0,3,7
COc1ccc(CNC(=S)Nc2cc(C)ccc2C)cc1,i,0,-0.8,1,-1,-3,0.2,4,-9
Cc1ccc(NC(=O)NCC2CCN(Cc3cccc(Cl)c3)CC2)c(Cl)c1,i,6,-0.9,5,-3,0,0.1,0,-6
O=C(c1ccc(F)cc1)C1CCN(C(=O)Nc2ccc(F)cc2F)CC1,i,-6,0.3,-2,3,-1,-0.6,-1,-5
O=C(CC1C(=O)NCCN1C(=S)Nc1ccccc1)Nc1ccc2c(c1)OCCO2 (stereo not drawn),i,1,-0.6,0,-64,-5,0.6,0,9
O=S(=O)(Cc1cc(-c2ccc(Cl)cc2)no1)c1ccccc1,i,10,-0.4,4,0,-5,1.1,-4,3
CCC1CCCCN1CCCNC(=O)c1ccc2nc(N3CCCCC3)sc2c1 (stereo not drawn),i,-3,0.1,2,-2,-1,0.3,2,-5
CCc1cccc(NC(=O)CCc2nc3sc4c(c3c(=O)[nH]2)CCCC4)c1,i,-2,0.0,9,-33,0,1.5,5,-18

Following part:
structure,Neddylation inh,FAS-TE inh,Tb MetRS inh,CSN inh,MLLE-PAM2 inh,MsrA act,MsrA inh,Rin1 Abl inh,eLon inh
O=C(COC(=O)c1ccc(Br)o1)Nc1ccc2[nH]c(=O)[nH]c2c1,i,-9,-0.1,0,-9,-3,0.5,-3,-1
O=C(CSc1nnnn1C1CCCC1)Nc1ccccc1F,i,-2,0.0,1,11,0,0.0,-2,4
COc1ccc(OCC(=O)Nc2ccccc2C(=O)NC(C)C)cc1,i,8,-0.6,5,17,-3,0.5,3,-6
COc1ccc(S(=O)(=O)NC(CC(=O)O)c2ccco2)cc1 (stereo not drawn),i,-9,-0.2,-1,8,-1,0.9,1,8
CCOc1ccc(N2C(=O)Nc3ccccc3C2(O)C(=O)NCc2ccc(F)cc2)cc1 (stereo not drawn),i,-2,-0.4,-5,1,-6,-2.0,0,0
O=C(COC(=O)c1ncc(Cl)c(Cl)c1Cl)NCc1cccs1,i,16,-0.3,1,2,-3,-0.9,3,-1
CCCc1ccc2oc(C(=O)N3CCC[C@H]3CO)c(C)c2c1,i,1,0.5,-3,8,-3,-0.4,-1,-8
CC(C)(C)c1nnc2sc(SCC(=O)c3ccc(Cl)cc3)nn2c1=O,i,51*,-0.7,-4,-22,-5,·,-3,0
